ERp5 inh = inhibitors of ERp5-driven insulin aggregation, primary screen, biochemical, turbidity, absorbance 650 nm, single point; 90 min; hit rate 0.05% among 350,000; inhibition, % at 9.99 µM; AID 651711, 2012;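 active means mean replicate inhibition above about 25%, with every replicate also reaching it, limit read from the data, passing the limit was not always enough; inconclusive means only one of those two criteria met; inactive means neither criterion met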
Target sequence (Q15084 whole entry, looked up): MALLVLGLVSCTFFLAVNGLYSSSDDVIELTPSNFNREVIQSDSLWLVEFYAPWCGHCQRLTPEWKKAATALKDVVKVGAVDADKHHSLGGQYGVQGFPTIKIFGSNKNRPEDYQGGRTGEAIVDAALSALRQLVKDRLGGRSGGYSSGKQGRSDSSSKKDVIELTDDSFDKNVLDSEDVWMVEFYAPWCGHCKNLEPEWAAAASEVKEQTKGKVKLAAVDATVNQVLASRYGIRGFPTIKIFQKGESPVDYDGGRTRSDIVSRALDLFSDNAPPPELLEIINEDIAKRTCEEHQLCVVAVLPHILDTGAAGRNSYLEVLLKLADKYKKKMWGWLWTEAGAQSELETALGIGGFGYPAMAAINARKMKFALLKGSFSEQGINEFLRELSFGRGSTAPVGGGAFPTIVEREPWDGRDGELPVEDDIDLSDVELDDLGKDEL
SIRT5 block = SIRT5 desuccinylase inhibitors, primary screen, biochemical, fluorescence imaging, single point, set 5. hit rate 1.1% among 330,000. inhibition, % at 15 µM. NAD-dependent protein deacylase sirtuin-5, mitochondrial (Homo sapiens), Q9NXA8. Purified SirT5, succinyl-peptide AMC, trypsin-coupled fluorescence; in the data active means inhibition above about 15%; inconclusive means no clear call, values can overlap the other calls
Target sequence (Q9NXA8 whole entry, looked up): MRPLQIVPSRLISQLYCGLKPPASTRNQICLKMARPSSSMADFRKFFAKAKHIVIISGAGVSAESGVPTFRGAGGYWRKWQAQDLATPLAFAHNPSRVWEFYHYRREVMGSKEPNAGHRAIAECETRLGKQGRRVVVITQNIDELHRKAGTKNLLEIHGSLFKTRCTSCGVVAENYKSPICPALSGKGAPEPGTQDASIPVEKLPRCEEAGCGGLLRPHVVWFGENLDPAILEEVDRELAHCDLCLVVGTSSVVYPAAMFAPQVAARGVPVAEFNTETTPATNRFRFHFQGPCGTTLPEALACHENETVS
The depositor's hits bear a star; ? = inconclusive; & = joins results of further samples.

SMILES	ERp5 inh	SIRT5 block
COC(=O)[C@@]12C[C@@H](CC(=O)NCc3ccc(C)o3)C(=O)N(Cc3ccccc3)C1=CCC(C)(C)C2	4	-2
Cc1cc(C)cc(C(=O)N(CCc2ccccc2)C2=CC3CCC(C2)N3C)c1 (stereo not drawn)	0	-7
COc1ccc2c3c([nH]c2c1)[C@@H](CO)N(C(=O)c1ccncc1)CC31CCN(C(=O)c2ccncc2)CC1	-8	-2
O=C(COC(=O)c1ccccc1OCC(=O)Nc1ccc(Br)cc1)Nc1ccccc1	3	-1
CCCC#Cc1ccc([C@@H]2[C@H](CO)N3C(=O)CN(C(=O)Nc4ccccc4F)C[C@@H]23)cc1	7	3
N#C[C@H]1[C@H](c2ccccc2C2=CCCC2)[C@H](CO)N1C(=O)NC1CCCC1	3	4
COCCCNC(=O)C[C@@H]1C[C@@]2(C(=O)OC)CC(C)(C)CC=C2N(Cc2cccc3ccccc23)C1=O	1	3
C/C=C/c1ccc([C@H]2[C@@H](CO)N(C(=O)CC)[C@@H]2CN(C(=O)C2CC2)C(C)C)cc1	1	0
Nc1[nH]c(C(=O)c2ccc(Br)cc2)c(-c2c(F)cccc2F)c1C(=O)NCCc1c[nH]c2ccccc12	-1	4
CN(Cc1ccccc1)C(=O)[C@@H]1CCCN1C(=O)[C@@H]1CCCN1C(=O)c1ccc(Cl)cc1	4	-1
Cc1ccccc1-c1ccc([C@H]2[C@@H](CO)N3C(=O)CN(C(=O)Cc4ccccn4)C[C@@H]23)cc1	0	0
COc1ccccc1C#Cc1ccc2c(c1)[C@H]1[C@H](CCN1S(=O)(=O)c1ccc(C)cc1)[C@@H](CO)N2	-6	-2
CCC(=O)Nc1ccc(Cl)c(NC(=O)c2ccccc2OC)c1	-2	-3
CCCNC(=O)N1CC2(CCN(Cc3cccc(OC)c3)CC2)c2c(n(C)c3cc(OC)ccc23)[C@@H]1CO	2	2
COCC(=O)N1[C@H](CO)[C@H](c2ccccc2)C12CN(C(=O)c1ccc(F)cc1)C2	0	1
CCCNC(=O)N1[C@@H](C#N)[C@H](c2ccccc2-c2ccccc2F)[C@@H]1CO	2	-2
CN(CC(=O)Nc1ccc(Cl)cc1)C(=O)c1ccc(-n2cncn2)c([N+](=O)[O-])c1	0	0
O=C(NCC(c1ccc(F)cc1)N1CCOCC1)c1cccnc1Sc1ccc(Cl)cc1 (stereo not drawn)	-3	-1
O=C1CN(S(=O)(=O)Cc2ccccc2)C[C@H]2[C@H](c3ccc(C#Cc4ccccc4)cc3)[C@@H](CO)N12	-2	4
CCCNC(=O)Nc1ccc2c(c1)C(=O)N(C)C[C@@H](OC)[C@H](C)CN(S(C)(=O)=O)[C@@H](C)CO2	-1	0
COc1ccccc1-c1ccccc1[C@H]1[C@@H](CO)N(C(=O)C2CCOCC2)[C@H]1C#N	2	-4
COc1ccccc1OCc1ccc(C(=O)Nc2ccc(Cl)cn2)o1	6	-4
COc1ccc(NC(=O)C(c2ccccc2)n2c(=O)c(-c3ccco3)nc3ccccc32)cc1 (stereo not drawn)	1	5
O=C(CN1CCc2ccccc21)NCc1ccc2c(c1)OCO2	-13	-2
C[C@H]1CN([C@@H](C)CO)C(=O)c2cccc(NC(=O)CCCCCC(=O)Nc3ccccc3N)c2O[C@H]1CN(C)S(=O)(=O)c1ccc(F)cc1	7	6
The results go on:
SMILES	ERp5 inh	SIRT5 block
O=C(C1CCC1)N1CC[C@@H]2[C@H](CO)Nc3ccc(Br)cc3[C@@H]21	3	4
C[C@H](CO)N1C[C@H](C)[C@H](CN(C)Cc2ccccc2)Oc2ncc(-c3cc4ccccc4o3)cc2C1=O	10	6
COc1ccccc1-c1ccccc1[C@H]1[C@H](C#N)N(C(=O)CN(C)C)[C@H]1CO	-8	-3
CCCC(=O)N1CC2(C1)CN(Cc1ccc(Cl)cc1)[C@H](CO)c1[nH]c3cc(OC)ccc3c12	0	-2
NC(=O)C1CCN(c2nc(-c3ccc(Br)cc3)cs2)CC1	0	1
Cn1cnnc1Sc1ccc(C(=O)OCC(=O)NC2CC2)cc1[N+](=O)[O-]	-2	3
CN1c2ccc(-c3cccc(C#N)c3)cc2[C@@H]2[C@@H](CCN2C(=O)NC2CCCC2)[C@@H]1CO	-4	6
COC(=O)/C(=C1/Oc2ccc(C)cc2S1)C(F)(F)F	-1	3
C[C@@H]1CN([C@H](C)CO)C(=O)c2cccc(NC(=O)CCCCCC(=O)Nc3ccccc3N)c2O[C@H]1CN(C)C(=O)Nc1ccc(F)cc1	21	5
O=S(=O)(c1ccccc1)N1CC[C@@H]2[C@H]1c1cc(C#CC3CCCCC3)ccc1N[C@@H]2CO	-1	3
O=C(O)CN1C(=O)C2C3CCC(C3)C2C1=O (stereo not drawn)	-5	1
O=C(Cc1ccccc1)N1CC2(C1)[C@H](c1ccccc1)[C@@H](CO)N2C(=O)c1cccnc1	1	1
CCCNC(=O)N1CC2(C1)CN(C(=O)c1ccccc1)[C@@H](CO)c1[nH]c3cc(OC)ccc3c12	1	-2
CC(=O)Nc1c(O)nc(C)[nH]c1=O	3	3
Cc1ccnc(NS(=O)(=O)c2ccc(NC(=O)c3ccc(S(=O)(=O)N4CCCC4)cc3)cc2)n1	0	-4
C[C@H]1CN([C@@H](C)CO)S(=O)(=O)c2ccc(/C=C/c3ccccc3)cc2O[C@H]1CN(C)Cc1cccnc1	9	9
COc1ccccc1C#Cc1ccc2c(c1)[C@@H]1[C@@H](CCN1C(=O)c1ccccc1)[C@H](CO)N2	-3	15
COCC#Cc1ccc(CC[C@H]2O[C@H]3CC[C@@H](CO)O[C@H]3C[C@@H]2n2cc(C3CC3)nn2)cc1	-3	0
CCOC(=O)[C@]12CCC=C1N(CCC1=CCCCC1)C(=O)[C@H](CC(=O)N1CCSCC1)C2	5	-1
O=C(Nc1ccc(COc2ccccc2)cc1)c1cccc([N+](=O)[O-])c1	2	-1
O=C(Nc1cc(F)ccc1F)N1CC(=O)N2[C@H](CO)[C@@H](c3ccc(-c4ccc(F)cc4)cc3)[C@@H]2C1	-4	-1
N#C[C@@H]1[C@H](c2ccccc2-c2ccccc2)[C@@H](CO)N1C(=O)Cc1ccncc1	7	0
Cc1[nH][nH]c(=O)c1N=Nc1ccccc1C#N	0	2
Cc1ccc(NC(=S)Nc2ccc(-c3nnc4n3CCCCC4)cc2)cc1C	-5	-3
O=C(c1ccncc1)N1CC(=O)N2[C@H](C1)[C@H](c1ccc(/C=C/c3ccccc3)cc1)[C@@H]2CO	0	0

Rewritten with values ahead of the structure: 5 of the compounds above
ERp5 inh	SIRT5 block	compound
-1	3	COC(=O)/C(=C1/Oc2ccc(C)cc2S1)C(F)(F)F
7	0	N#C[C@@H]1[C@H](c2ccccc2-c2ccccc2)[C@@H](CO)N1C(=O)Cc1ccncc1
-1	3	O=S(=O)(c1ccccc1)N1CC[C@@H]2[C@H]1c1cc(C#CC3CCCCC3)ccc1N[C@@H]2CO
-5	-3	Cc1ccc(NC(=S)Nc2ccc(-c3nnc4n3CCCCC4)cc2)cc1C
1	1	O=C(Cc1ccccc1)N1CC2(C1)[C@H](c1ccccc1)[C@@H](CO)N2C(=O)c1cccnc1

Retrieved one by one from the entries so far (7):
SMILES	ERp5 inh	SIRT5 block
O=C(NCC(c1ccc(F)cc1)N1CCOCC1)c1cccnc1Sc1ccc(Cl)cc1 (stereo not drawn)	-3	-1
COc1ccccc1-c1ccccc1[C@H]1[C@H](C#N)N(C(=O)CN(C)C)[C@H]1CO	-8	-3
C[C@@H]1CN([C@H](C)CO)C(=O)c2cccc(NC(=O)CCCCCC(=O)Nc3ccccc3N)c2O[C@H]1CN(C)C(=O)Nc1ccc(F)cc1	21	5
CCCC#Cc1ccc([C@@H]2[C@H](CO)N3C(=O)CN(C(=O)Nc4ccccc4F)C[C@@H]23)cc1	7	3
C[C@H]1CN([C@@H](C)CO)S(=O)(=O)c2ccc(/C=C/c3ccccc3)cc2O[C@H]1CN(C)Cc1cccnc1	9	9
COC(=O)[C@@]12C[C@@H](CC(=O)NCc3ccc(C)o3)C(=O)N(Cc3ccccc3)C1=CCC(C)(C)C2	4	-2
Cc1ccccc1-c1ccc([C@H]2[C@@H](CO)N3C(=O)CN(C(=O)Cc4ccccn4)C[C@@H]23)cc1	0	0

Next structures follow.
SMILES	ERp5 inh	SIRT5 block
CC(=O)N1CC2(C1)[C@H](c1ccc(-c3cccc(C#N)c3)cc1)[C@H](CO)N2CCC(F)(F)F	0	-4
COc1ccccc1C#Cc1ccc([C@@H]2[C@@H](C#N)N(C(=O)C3CCCC3)[C@H]2CO)cc1	-2	-2
CCCNC(=O)[C@@H]1[C@@H](CO)[C@@H]2Cn3c(ccc(-c4ccc(OC)cc4)c3=O)[C@@H]2N1CC	1	-19
O=C(Nc1ccc(Cl)c(Cl)c1)N[C@@H]1CC[C@@H](CCn2cc(C3CCCC3)nn2)O[C@H]1CO	-1	-45
COc1ccc2c3c([nH]c2c1)[C@H](CO)N(Cc1ccc2c(c1)OCO2)CC31CN(C(=O)Nc2c(C)noc2C)C1	2	-1
CCCNC(=O)N1CCC2(CC1)CN(Cc1ccccn1)[C@H](CO)c1c2c2ccc(OC)cc2n1C	-4	-1
CCOc1ccc(NC(=O)CN2C(=O)c3cccc4cccc2c34)cc1	-4	0
CCOC(=O)Cc1c(-c2cccc(Cl)c2)nc2c3ccccc3ccn12	14	0
CC(C)C[C@H](NS(=O)(=O)c1ccc(F)cc1F)C(=O)N1CCC[C@H]1C(=O)NCc1ccccc1	8	23*
CCCCOC(=O)c1ccc(NC(=O)c2c(OC)cccc2OC)cc1	3	-3
COc1ccc(NC(=O)c2ccc3c(SCC(=O)O)c4c(nc3c2)CCCC4)cc1Cl	?	-4
O=C(C(=O)N1CCC(c2ccccc2)CC1)c1ccccc1	12	-6
COC(=O)[C@H](Cc1ccccc1)N1CC=CS1(=O)=O	6	-4
COc1ccc(C#Cc2ccc([C@@H]3[C@@H](CO)N4C(=O)CN(C(=O)C5CCOCC5)C[C@H]34)cc2)cc1	-4	-11
COC(=O)[C@@]12C[C@@H](CC(=O)NCCC(C)C)C(=O)N(Cc3ccco3)C1=CCC(C)(C)C2	3	-1
CCC(=O)N1[C@@H](CO)[C@@H](c2ccccc2)C12CN(Cc1cccnc1)C2	0	3
CC(C)CC#Cc1ccc([C@H]2[C@H]3CN(C(=O)c4cccc(F)c4)CC(=O)N3[C@H]2CO)cc1	-2	9
Cc1ccc(-c2ccccc2[C@@H]2[C@H](C#N)N(S(C)(=O)=O)[C@H]2CO)cc1	0	-6
COc1ccc(Cl)cc1NC(=O)c1cccc(S(=O)(=O)Nc2c(C)n(C)n(-c3ccccc3)c2=O)c1	0	-1
Clc1ccc2c(c1)-c1ccccc1C1=NCCN12	5	-3
Cc1ccc2nc(SCC(=O)c3c(N)n(C4CC4)c(=O)[nH]c3=O)[nH]c2c1	1	3
Nc1ncnc2c1nc(-c1ccccc1)n2C1OC(CO)C(O)C1O (stereo not drawn)	5	-13
COc1cccc(-c2ccccc2[C@H]2[C@@H](C#N)N(C(=O)Cc3ccccc3)[C@H]2CO)c1	-4	0
CN(C)CC(=O)N1CC2(C1)[C@@H](c1ccccc1)[C@@H](CO)N2C(=O)C1CCCCC1	-1	1
S=C(Nc1cccc(Cl)c1)NC1CC2CCCC(C1)N2C1CCCC1 (stereo not drawn)	2	-4
(cont.)
SMILES	ERp5 inh	SIRT5 block
Cc1ccc(CN2CC(=O)N3[C@H](C2)[C@H](c2ccc(-c4ccccc4F)cc2)[C@@H]3CO)cc1	6	-4
O=C(C[C@@H]1C=C[C@H](NC(=O)c2ccncc2)[C@H](CO)O1)NCc1ccncn1	-5	-5
CC(=O)NS(=O)(=O)c1ccc(NC(=O)CSc2ccc(Cl)cc2)cc1	-8	3
O=S1(=O)c2ccc(Br)cc2-n2nncc2CN1Cc1cccc(Cl)c1	-14	-3
CCOC(=O)C[C@@H]1OC2CCCCC2N1S(=O)(=O)c1ccc(C)cc1 (stereo partly drawn)	1	3
OC[C@@H]1[C@H](c2ccccc2)C2(CN(Cc3ccccc3)C2)N1Cc1ccncc1	-1	0
Cc1ccc2c(c1)NC(=O)c1cccc([N+](=O)[O-])c1CO2	8	1
CCN(CC)C(=O)N1CCc2ccccc21	4	-1
O=C(NCc1ccccc1)C(c1ccc(C(F)(F)F)cc1)n1c(=O)c(-c2ccco2)nc2ccccc21 (stereo not drawn)	0	6
CS(=O)(=O)N1CC2(C1)[C@@H](c1ccccc1)[C@@H](CO)N2Cc1ccc(F)cc1	1	5
C=CCN(CC=C)C(=S)NC(=O)c1ccc(OC)cc1	4	-1
COC(=O)C[C@H]1CC[C@H](NC(=O)c2cccc(F)c2)[C@@H](CO)O1	-4	-5
COCCNC(=O)c1sc2ncn(CC(=O)Nc3ccc(C)c(Cl)c3)c(=O)c2c1C	-5	-4
CCCNC(=O)NC[C@@H]1CC[C@H]2[C@H](CN2C(=O)C2CCOCC2)O1	-5	-5
O=C(CN1C(=O)c2ccc([N+](=O)[O-])cc2C1=O)NC1CCCCCC1	-4	-4
C/C=C/c1ccc(C2[C@@H]3CN(Cc4ccc5c(c4)OCO5)C[C@H]2N3)cc1 (stereo partly drawn)	2&5	2&15
O=S1(=O)CC(N2CCCCC2)CN1Cc1cn(Cc2ccc(C(F)(F)F)cc2)nn1 (stereo not drawn)	-5	0
Cc1ccc(-c2ccc([C@H]3[C@H](CO)N4C(=O)CN(C(=O)c5ccncc5)C[C@@H]34)cc2)cc1	8	1
CCn1c(SCC(=O)N/N=C/C=C/c2ccccc2[N+](=O)[O-])nnc1-c1ccc(Cl)cc1	-8	-6
O=C(NC1CCCC1)C1c2ccccc2OCC(=O)N1Cc1ccccn1 (stereo not drawn)	-7	-4
O=C(NC[C@H]1N[C@H](CO)[C@@H]1c1ccc(-c2cncnc2)cc1)c1ccccc1F	-6	0
C[C@@H]1CN([C@H](C)CO)C(=O)c2ccccc2-c2ccccc2CO[C@@H]1CN(C)Cc1ccc(-c2ccccc2)cc1	-5	7
CCNC(=O)[C@H]1[C@H](CO)[C@H]2Cn3c(ccc(-c4ccncc4)c3=O)[C@H]2N1Cc1cc(F)ccc1F	8	-3

Screens: PubChem BioAssay, Broad Institute

The list is partial; the hit share may differ from the screen's.
